# A549 proliferation – A549 NSCLC cell proliferation inhibitors – ATP luminescence, human non-small cell lung line, primary screen (AID 371); A549 growth inhibition, ATP luminescence; hits give high values; growth inhibition, % at 10 µM; hit rate 8.4% among 3,300;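 active = mean growth inhibition over the two runs of 50% or more; inactive = mean growth inhibition under 50%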;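 note: compound exposure lasted 72 h before the ATP read; 0% = untreated cell signal and 100% = no luminescence left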
# AID772 – HT29 colon tumor cell growth inhibition, primary screen, imaging, high content imaging, 72 h, CellTiter-Glo (AID 772); growth inhibition, % at 10 µM; hit rate 0.6% among 3,300; HT29 cell growth, HCS imaging cell count, 72 h; hits give high values;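 active = growth inhibition above 90%, meaning viable cell count cut by more than 90% versus vehicle controls; inactive = growth inhibition below 90%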
# HT29 cell growth-1 – HT29 colon tumor cell growth inhibition, primary screen, imaging, high content imaging, 48 h, CellTiter-Glo (AID 771). HT29 cell growth, HCS imaging cell count, 48 h; hits give high values. growth inhibition, % at 10 µM. hit rate 2% among 3,300;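 active = growth inhibition above 90%, meaning viable cell count by imaging cut by more than 90% versus vehicle controls; inactive = growth inhibition below 90%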;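 note: percent fewer viable cells counted by imaging than vehicle controls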
# AID364 – cytotoxicity toward Jurkat T cells, primary screen, cell-based, Jurkat E6.1, NIH starter set (AID 364); Jurkat E6.1 viability, ATP luminescence, 48 h; higher % means a stronger effect; hit rate 2% among 3,300; one-dose inhibition, % at 4 µM; CC50 in µM for titrated hits;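 active = concentration giving half-maximal inhibition at or below 20 micromolar; inactive = half-maximal concentration above 20 micromolar, or not dose tested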;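 note: 100% = cells treated with 4 µM doxorubicin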
# HT29 cell growth-2 – HT29 colon tumor cell growth inhibition, primary screen, imaging, high content imaging, 24 h, CellTiter-Glo (AID 770) | growth inhibition, % at 10 µM | HT29 cell number by imaging, 24 h; hits give high values | 3,300 tested, under 10 active;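 active = growth inhibition above 90% in viable cell count at a single dose; inactive = growth inhibition below 90%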
# HT29 cell growth-2 condensed nuclei – further read-out of HT29 cell growth-2, marked with its call; condensed nuclei, %; measured here: percent cells with condensed nuclei;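 share of cells whose nuclear area falls below control median minus 1.5 SD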
# HT29 cell growth-2 ATP viability – recorded beside HT29 cell growth-2, whose call it bears; growth inhibition, %; measured here: ATP CellTiter-Glo viability
# HT29 cell growth-1 condensed nuclei – also measured in HT29 cell growth-1; calls as there; condensed nuclei, %; measured here: percent cells with condensed nuclei;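 condensed means Hoechst nuclear area under control median minus 1.5 SD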
# HT29 cell growth-1 ATP viability – further read-out of HT29 cell growth-1, marked with its call; growth inhibition, %; measured here: ATP CellTiter-Glo viability inhibition
# AID772 condensed nuclei – further read-out of AID772, marked with its call; condensed nuclei, %; measured here: percent cells with condensed nuclei;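 condensed means nuclear area below control median minus 1.5 SD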
# AID772 second – further read-out of AID772, marked with its call; growth inhibition, %; measured here: ATP CellTiter-Glo viability
# The depositor's hits bear a star; · = not tested or not shown.
SMILES | A549 proliferation | AID772 | AID772 condensed nuclei | AID772 second | HT29 cell growth-1 | HT29 cell growth-1 condensed nuclei | HT29 cell growth-1 ATP viability | AID364 | HT29 cell growth-2 | HT29 cell growth-2 condensed nuclei | HT29 cell growth-2 ATP viability
COc1ccccc1-c1nnc2sc(C3CCCCC3)nn12 | 24 | -43 | 5 | -31 | 39 | 5.7 | -15 | -9% | 13 | 3.6 | 6
COC(=O)c1ccccc1NC(=O)C1COc2ccccc2O1 (stereo not drawn) | 12 | 16 | 14 | 14 | 10 | 4.8 | 3 | 1% | -2 | 5.7 | 14
COCC(C)Nc1ncnc2c1cnn2-c1ccc(Cl)cc1 (stereo not drawn) | 19 | 77 | 33 | 66 | 52 | 4.7 | 27 | 8% | -28 | 2.8 | 7
O=C(NCCN1CCOCC1)c1cc2n(n1)C(C(F)(F)F)CC(c1ccc(F)cc1)N2 (stereo not drawn) | 3 | 44 | 8 | 25 | 6 | 9.3 | 8 | -6% | 23 | 2.4 | -3
Cc1cc(N2C(=O)C(=O)/C(=C(/O)c3ccccc3)C2c2cccc(Br)c2)no1 (stereo not drawn) | 19 | -16 | 12 | 0 | 32 | 2.5 | 11 | 2% | 23 | 3.7 | 1
c1ccc(Cc2nnc3n2CCCCC3)cc1 | -5 | -43 | 2 | -46 | -38 | 2.7 | -14 | -6% | -8 | 2.0 | -4
Cn1c(N)c(C#N)c(C#N)c1-c1ccccc1 | 15 | 31 | 9 | -9 | 29 | 0.9 | 7 | -1% | -42 | 3.2 | 2
COc1ccc(/C(O)=C2/C(=O)C(=O)N(CCN(C)C)C2c2ccccn2)cc1OC (stereo not drawn) | 3 | -7 | 6 | -9 | 13 | 2.6 | -2 | 6% | 33 | 1.0 | 4
Cc1cc(C)c(C#N)c(SCc2[nH]nc3c2C(c2ccccc2)C(C#N)=C(N)O3)n1 (stereo not drawn) | 9 | 10 | 3 | -12 | -8 | 2.5 | -13 | 9% | 2 | 2.7 | -10
C(=N\n1cnnc1)/c1cccnc1 | -3 | 0 | 7 | -9 | 25 | 2.5 | -23 | -10% | -28 | 3.4 | -9
N#Cc1nc(COc2ccc(Br)cc2)oc1N1CCCC1 | 32 | 32 | 13 | -4 | 36 | 3.3 | 13 | -2% | 1 | 3.1 | 7
CN(C)CCN(Cc1ccccc1)c1ccccn1 | 1 | -13 | 6 | 0 | -10 | 2.9 | · | 10% | -24 | 2.7 | 0
OCCN(CCO)c1ncnc2c1sc1nc(N3CCOCC3)c3c(c12)CCCC3 | 58* | 49 | 17 | 93 | 69 | 3.6 | 44 | 6% | 33 | 5.3 | 23
CN1CCc2c(C#N)c(N3CCCCC3)nc(NCc3ccccc3)c2C1 | 90* | 81 | 31 | 96 | 95* | 19* | 85* | 13% | 36 | 6.5 | 38
CC1CN(c2oc(-c3cccs3)nc2C#N)CC(C)O1 (stereo not drawn) | 7 | 40 | 5 | -15 | 13 | 0.9 | 0 | 1% | 14 | 3.7 | 4
N#C/C(=N\O)c1nc(-c2ccccc2)cs1 | 17 | -131 | 3 | -50 | 24 | 2.2 | -13 | 0% | -20 | 3.0 | 7
CC(C)CNC(=O)c1c(N)n(/N=C/c2cccnc2)c2nc3ccccc3nc12 | 7 | -45 | 9 | -50 | 9 | 4.4 | -5 | 0% | -15 | 3.1 | 0
CCN(CC)CCNC(=O)c1c(C)oc2cc(Br)c(OC)cc12 | 29 | 78 | 39 | 72 | 63 | 3.9 | 37 | 8% | 26 | 4.6 | 15
COc1cccc(Cn2c(Oc3ccccc3)nc3c2c(=O)n(C)c(=O)n3C)c1 | 28 | 45 | 3 | 12 | 66 | 5.9 | 47 | -6% | 28 | 3.1 | 12
C=CCc1cccc(CNc2nc3ccccc3n2C(C)C)c1O | 75* | 95* | 15* | 88* | 74 | 7.0 | 58 | -4% | 37 | 5.3 | 15
Cc1nc2c(o1)CCc1ccccc1C2O (stereo not drawn) | 0 | -10 | 11 | -10 | 26 | 0.7 | -1 | 5% | 8 | 2.9 | -1
CC1=C(C(=O)Nc2ccccc2)C(c2ccncc2)C(C#N)=C(SCC(=O)NC(C)C)N1 (stereo not drawn) | 7 | 5 | 12 | -7 | 39 | 1.8 | 0 | -2% | 2 | 3.7 | -6
COc1ccccc1C1/C(=C(\O)c2ccc3c(c2)OCCO3)C(=O)C(=O)N1CCCN(C)C (stereo not drawn) | -8 | -206 | 3 | -76 | -14 | 2.6 | -24 | -4% | -4 | 4.1 | -2
COc1ccc(OC)c(C2C(C(=O)c3sc(C)nc3C)=C(O)C(=O)N2CCN2CCOCC2)c1 (stereo not drawn) | 6 | -33 | 3 | -45 | 28 | 12 | -2 | -5% | 0 | 6.2 | -8
O=C(Nc1ccc2c(c1)OCO2)c1cncc(Br)c1 | 5 | 41 | 11 | 24 | -14 | 1.5 | -36 | -8% | -27 | 2.2 | -7
N#Cc1c2c(c(-c3ccco3)[nH]c1=O)CCCC2 | 6 | -26 | 1 | -25 | -6 | 1.8 | 4 | -8% | -47 | 1.8 | -9
Nc1nc(N)c2nc(-c3ccccc3)c(N)nc2n1 | 82* | 79 | 3 | 73 | 82 | 0.0 | · | 36% | 60 | 3.3 | 45
Cc1cc(=O)oc(C)c1C(=O)N[C@@H]1CCCCNC1=O | 4 | 45 | 5 | 4 | -26 | 2.7 | -4 | -6% | -5 | 2.6 | 2
Cc1ccc(C(C)C)c(OCCNc2nc3c(c(=O)n(C)c(=O)n3C)n2C)c1 | 20 | -31 | 4 | -45 | 30 | 1.5 | -17 | 22% | -8 | 5.8 | -9
CC1(C)Cc2c(c(-c3ccccc3)nc(N3CCCC3)c2C(N)=O)CO1 | 7 | -14 | 3 | -36 | -12 | 2.7 | -3 | 6% | 0 | 3.0 | -12
CN1CCN(CCCCOc2ccc(F)cc2)CC1 | 3 | 43 | 10 | 23 | 32 | 1.4 | 21 | 2% | 19 | 2.3 | -8
CCn1nnc(C(=O)O)c1C(=O)O | 3 | -20 | 3 | -22 | -4 | 2.3 | -6 | 7% | 27 | 5.2 | -12
COc1cccc(C2C(C(=O)c3cc4ccccc4o3)=C(O)C(=O)N2CCN(C)C)c1OC (stereo not drawn) | 1 | -9 | 4 | -14 | 21 | 1.3 | 6 | 3% | -49 | 3.7 | -12
Cc1ccc(OCC(=O)N2CCC(N3CCCCCC3)CC2)cc1 | 0 | -68 | 4 | -6 | -36 | 3.4 | -21 | -1% | -21 | 3.3 | -12
CCCN(CCC)c1nc2ccccc2nc1C(C#N)C(=O)OC(C)COC (stereo not drawn) | 52* | 57 | 12 | -9 | 47 | 3.1 | 11 | -2% | 34 | 2.3 | 1
CC1(C)Cc2c(C#N)c(N3CCN(C(=O)c4ccco4)CC3)nc(Cc3ccccc3)c2CO1 | 72* | 57 | 15 | 12 | 6 | 1.1 | 12 | 12% | 10 | 3.9 | 9
Cc1ccccc1-c1nn2c(-c3ccccc3)nnc2s1 | 35 | 14 | 6 | -29 | 33 | 2.8 | 5 | 10% | 30 | 4.0 | 5
c1ccc2c(c1)[nH]c1c(N3CCSCC3)ncnc12 | 34 | 57 | 5 | 15 | 57 | 0.5 | 10 | 30% | 49 | 2.2 | -2
CCC1CCCCN1c1nc(-c2cccc(OC)c2O)nc2ccccc12 (stereo not drawn) | 45 | 4 | 12 | 75 | 81 | 11 | 51 | -8% | 48 | 4.3 | 33
Cc1cc(C)n2c3c(c(C#N)c2n1)CC(C)(C)OC3 | 5 | -4 | 1 | -5 | 15 | 8.2 | -7 | 14% | 10 | 2.4 | 4
Nc1c(C(=O)NCC2CCCO2)c2nc3ccccc3nc2n1/N=C/c1ccncc1 (stereo not drawn) | 3 | 34 | 3 | -2 | 10 | 2.8 | 1 | 6% | -7 | 5.1 | -1
CCCCC(=O)Nc1c(O)c2ccccc2[nH]c1=O | 3 | -9 | 2 | -31 | -26 | 1.4 | -7 | -5% | -11 | 1.6 | -7
O=C(CC(c1ccccc1)c1ccco1)N1CCOCC1 (stereo not drawn) | 3 | -5 | 13 | -8 | 1 | 2.3 | -18 | 13% | -18 | 1.9 | -12
O=C(NCCCN1CCOCC1)C1(c2ccccc2)CCOCC1 | 2 | 39 | 5 | -6 | 16 | 2.0 | 4 | -5% | -13 | 1.3 | -7
Cc1ccc(N2C(=O)CC(Cn3nc(C)cc3C)C2=O)cc1 (stereo not drawn) | 0 | 12 | 1 | -51 | -12 | 1.7 | -12 | -1% | 6 | 4.0 | -3
CCOc1ccc(C2/C(=C(/O)c3ccc(F)cc3)C(=O)C(=O)N2CCCN(C)C)cc1 (stereo not drawn) | -4 | 20 | 3 | -13 | 28 | 5.2 | -5 | -3% | -4 | 1.9 | -11
CC(C)Nc1nc(NC(C)C)nc(N(C)n2cnnc2)n1 | 3 | -64 | 3 | -20 | -21 | 3.1 | -6 | -3% | -12 | 2.8 | -9
COc1ccc(CNC(=O)c2c(C)cc(=O)oc2C)cc1OC | -5 | 29 | 6 | 16 | 21 | 1.6 | 6 | -7% | 36 | 3.8 | 3
CCOC(=O)COn1c(=O)c(-c2ccc(OC)c(OC)c2)[n+]([O-])c2ccccc21 | 4 | 44 | 2 | 1 | -42 | 1.4 | -16 | -2% | 6 | 2.0 | -5
CCOC(=O)c1ccc2nc(NC(NC(C)=O)(C(=O)OC)C(F)(F)F)sc2c1 (stereo not drawn) | 6 | -61 | 4 | -32 | 12 | 3.9 | -3 | -6% | 9 | 2.6 | -6
COCCN(Cc1ccccc1)P(=O)(O)c1ccccc1OCC(=O)O | 2 | 27 | 4 | -36 | -11 | 1.2 | -7 | -1% | -26 | 3.0 | -4
CCOC(=O)c1cc(CC)sc1NC(=O)C1CC1 | 10 | -57 | 3 | -24 | 17 | 1.3 | -23 | 1% | -9 | 2.3 | -9

# Assay outcomes (PubChem)

# A portion of the library; count on the stated rates, not on these rows.
